M1 ag parental = counter-screen for M1 agonists: effect in parental CHO-K1 cells. Fluo-8 calcium fluorescence; scaled to maximal ATP response, vehicle zero. activation, % at 3 µM. actives 0.48% (n = 360,000); in the data active = activation above about 15%;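 note: untransfected CHO-K1 host cells lacking M1 receptor as counterscreen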
OXTR potentiator = human OXTR potentiation | P30559 | CHO-OTR cells, Fluo-8 calcium fluorescence, potentiator mode; 0% = oxytocin EC15, 100% = EC100 | actives 0.061% (n = 320,000) | activation, % at 3 µM;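 active = activation above that plate's cutoff, the mean activation of tested compounds plus 3 SD, cut at about 6.6% in these data, passing the limit was not always enough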;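 note: 100% uses oxytocin at 75 nM as the full agonist control; some results filed as inactive read as strong as hits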
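Material: CHO-OTR cells, human receptor; compound dosing: single dose, 3.0 µM nominal final compound concentration; schedule: 6 min compound pre-incubation at room temperature, 100 s kinetic read; measured by: kinetic Fluo-8 calcium fluorescence; read-out basis: % activation vs EC15 and EC100 oxytocin; controls: EC15 oxytocin alone as 0%, 75 nM oxytocin as 100%; replicates: singlicate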
M1 ag = activates human CHRM1 receptor. P11229. CHO-K1 hM1, Fluo-8 calcium fluorescence, agonist mode; 0% DMSO, 100% acetylcholine EC100. activation, % at 3 µM. actives 0.33% (n = 360,000). AID 588814;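 active = activation above the run's mean compound activation plus 3 SD, cut at about 16% in these data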;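 note: peak over basal fluorescence ratio within a 140 s kinetic read after compound addition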
Target sequence (P11229 whole entry, looked up): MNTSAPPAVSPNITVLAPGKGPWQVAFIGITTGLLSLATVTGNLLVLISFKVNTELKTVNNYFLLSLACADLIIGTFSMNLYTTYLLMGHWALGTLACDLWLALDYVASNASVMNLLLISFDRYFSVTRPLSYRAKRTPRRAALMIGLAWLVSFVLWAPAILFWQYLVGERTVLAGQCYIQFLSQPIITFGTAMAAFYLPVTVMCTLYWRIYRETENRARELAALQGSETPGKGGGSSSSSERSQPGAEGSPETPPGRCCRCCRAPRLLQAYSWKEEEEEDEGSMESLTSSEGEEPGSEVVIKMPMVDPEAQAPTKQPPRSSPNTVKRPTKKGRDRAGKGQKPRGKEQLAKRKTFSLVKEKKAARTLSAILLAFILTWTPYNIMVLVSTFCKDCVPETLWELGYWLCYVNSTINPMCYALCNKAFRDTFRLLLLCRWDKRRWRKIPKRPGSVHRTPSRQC
CHO-K1 Ca antag = counter-screen for M1 antagonists: effect in parental CHO-K1 cells. inhibition, % at 3 µM. AID 602250. actives 0.6% (n = 360,000). ATP-induced calcium, Fluo-8 fluorescence;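 active = inhibition above a per-plate cutoff, the plate's mean sample inhibition plus 3 SD, cut at about 24% in these data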;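 note: 0% = DMSO plus EC80 ATP and 100% = DMSO alone without ATP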
CHO-K1 Ca PAM = nonselective activator or artifact in parental CHO-K1 calcium assay; ATP EC20, Fluo-8 calcium fluorescence; 0% at ATP EC20, 100% at ATP max; activation, % at 3 µM; actives 0.02% (n = 360,000);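 active = activation above the run cutoff, the mean activation of all test compounds plus 3 SD, cut at about 40% in these data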;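 note: peak over basal fluorescence ratio in a 140 s read after ATP addition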
CHO parental Ca = signal in parental CHO cells, OX1R antagonist counter-screen; parental CHO-K1, ATP-induced calcium, Fluo-8 fluorescence; inhibition, % at 5.6 µM; actives 0.63% (n = 330,000); AID 463079;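 active = inhibition above that plate's mean sample inhibition plus 3 SD, cut at about 26% in these data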;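 note: 0% = ATP-challenged DMSO wells and 100% = DMSO wells without ATP; some compounds past the cut are filed as inactive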
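Test system: untransfected parental CHO cell line; also added: ATP stimulus; dosing: 5.6 µM, single dose; signal: calcium-sensitive Fluo-8 fluorescence; measure: percent inhibition of ATP-evoked calcium rise, normalized to controls; benchmarks: low control ATP plus DMSO, high control DMSO only; replication: one well per compound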
M1 antag = blocks human M1 muscarinic receptor. P11229. CHO-K1 hM1, Fluo-8 calcium fluorescence, ACh EC80 antagonist. inhibition, % at 3 µM. actives 1.3% (n = 360,000). AID 588852;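 active = percent inhibition above its own plate's cutoff, namely the mean of that plate's compound wells plus 3 SD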;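 note: peak over basal fluorescence ratio during 140 s after agonist addition; 0% = ACh EC80 plus DMSO and 100% = DMSO alone without agonist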
TAAR1 antag = human TAAR1 antagonism; AID 624466; Q96RJ0; actives 1.5% (n = 360,000); inhibition, % at 3 µM; CHO RD-HGA16 TAAR1, Fluo-8 calcium fluorescence, antagonist;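 active = inhibition above a per-plate cutoff, the mean inhibition of test compounds on that plate plus 3 SD, cut at about 49% in these data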;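 note: 0% = DMSO plus EC80 beta-PEA response and 100% = DMSO alone without agonist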
Target sequence (Q96RJ0 whole entry, looked up): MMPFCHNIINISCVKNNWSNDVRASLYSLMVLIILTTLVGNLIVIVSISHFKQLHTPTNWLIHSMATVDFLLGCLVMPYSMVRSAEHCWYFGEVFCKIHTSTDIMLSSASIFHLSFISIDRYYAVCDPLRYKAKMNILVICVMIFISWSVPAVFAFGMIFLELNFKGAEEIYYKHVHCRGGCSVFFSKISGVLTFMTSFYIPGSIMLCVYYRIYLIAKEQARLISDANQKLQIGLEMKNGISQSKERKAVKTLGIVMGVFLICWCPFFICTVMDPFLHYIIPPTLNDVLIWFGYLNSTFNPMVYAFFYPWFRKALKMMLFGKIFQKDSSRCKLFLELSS
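test system = CHO RD-HGA16 cells bearing hTAAR1 | replication = singlicate | controls = DMSO-only wells and EC80 β-PEA-stimulated wells | reagent = EC80 β-phenethylamine stimulus | read-out basis = percent inhibition of PEA-evoked calcium signal, max/basal emission ratio | schedule = seeding 17-24 h prior, 75-min 37 °C, 30-min RT dye loading | signal = kinetic Fluo-8 calcium fluorescence measurement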
TAAR1 agonist = human TAAR1 agonism; actives 0.99% (n = 360,000); CHO RD-HGA16 TAAR1, Fluo-8 calcium fluorescence; vehicle wells 0%, saturating PEA agonist 100%; activation, % at 3 µM; Q96RJ0;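 active = activation above the mean activation of all test compounds in the run plus 3 SD, cut at about 38% in these data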
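test system = CHO RD-HGA16 cells carrying human TAAR1 plus Gα16 | schedule = 17-24 h seeding, 75 min 37 °C dye, 30 min RT | compound dosing = 3 µM single concentration | control set = DMSO and PEA EC100 | replicates = n 1 | signal = Fluo-8 fluorescence, 5 s baseline then 140 s kinetic read | measure = percent activation vs PEA EC100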
An asterisk follows results filed as active.

For Cc1ccc(/C=C2\SC(=S)N(CCC(=O)NNS(=O)(=O)c3ccc(C)cc3)C2=O)cc1 the results were M1 ag parental 0.6, OXTR potentiator -6, M1 ag -4, CHO-K1 Ca antag -3, CHO-K1 Ca PAM 25, CHO parental Ca -11, M1 antag -7, TAAR1 antag 2 and TAAR1 agonist 2.
`Cn1c(=O)n(C)c2cc(S(=O)(=O)NCCOCCO)ccc21` gave M1 ag parental 1.2, OXTR potentiator 1, M1 ag 0, CHO-K1 Ca antag -16, CHO-K1 Ca PAM 18, CHO parental Ca -10, M1 antag 9, TAAR1 antag -18 and TAAR1 agonist 8.
`CCN(Cc1ccccc1)C(=O)c1cc(-c2ccc(OC)c(OC)c2)nc2ccccc12` gave M1 ag parental 4.9, OXTR potentiator -15, M1 ag -4, CHO-K1 Ca antag 3, CHO-K1 Ca PAM -6, CHO parental Ca -12, M1 antag 35*, TAAR1 antag 67* and TAAR1 agonist 3.
COC(=O)CNC(c1ccccc1)c1cc(Br)ccc1N (stereo not given) was read as M1 ag parental -0.6, OXTR potentiator -6, M1 ag -6, CHO-K1 Ca antag 6, CHO-K1 Ca PAM -23, CHO parental Ca -26, M1 antag -4, TAAR1 antag -11 and TAAR1 agonist 10.
Screening CCn1c(SCC(=O)NC2CCCC2)nnc1-c1c[nH]c2ccccc12 returned M1 ag parental 0.2, OXTR potentiator -4, M1 ag -2, CHO-K1 Ca antag -3, CHO-K1 Ca PAM 13, CHO parental Ca -10, M1 antag -7, TAAR1 antag -6 and TAAR1 agonist 0.
For COc1ccc(/C=C2/C(=O)N(c3ccccc3)N=C2C)cc1 the results were M1 ag parental 3.1, OXTR potentiator -10, M1 ag 5, CHO-K1 Ca antag -4, CHO-K1 Ca PAM 4, CHO parental Ca -20 and M1 antag -18.
For CC(C)(C)NC(=O)/C(=C\c1ccccc1F)NC(=O)c1ccc([N+](=O)[O-])cc1 the results were M1 ag parental 0.0, OXTR potentiator -1, M1 ag -5, CHO-K1 Ca antag -3, CHO-K1 Ca PAM 19, CHO parental Ca -13, M1 antag -5, TAAR1 antag -11 and TAAR1 agonist 3.
For Cc1nn(-c2ccccc2)c(Oc2ccc(F)cc2)c1/C=N/n1cnnc1 the results were M1 ag parental 0.1, OXTR potentiator -8, M1 ag -6, CHO-K1 Ca antag -8, CHO-K1 Ca PAM 12, CHO parental Ca -10, M1 antag -19, TAAR1 antag 6 and TAAR1 agonist 3.
`COc1cc(NC(=O)COC(=O)C2CC(O)CN2S(=O)(=O)c2ccc(Cl)cc2)c(C)cc1[N+](=O)[O-]` (stereo not given) gave M1 ag parental 2.8, M1 ag -5, CHO-K1 Ca antag -21, CHO-K1 Ca PAM 18, M1 antag -6, TAAR1 antag -1 and TAAR1 agonist 3.
O=C(COC(=O)c1ccccn1)Nc1cccnc1Cl was read as M1 ag parental -0.1, OXTR potentiator -4, M1 ag -2, CHO-K1 Ca antag 12, CHO-K1 Ca PAM -18, CHO parental Ca 10, M1 antag -14, TAAR1 antag 4 and TAAR1 agonist 1.
For N#CNC(=Nc1cccc(Cl)c1)Oc1ccccc1 the results were M1 ag parental 0.7, OXTR potentiator -13, M1 ag -3, CHO-K1 Ca antag -7, CHO-K1 Ca PAM -4, CHO parental Ca 0, M1 antag -9, TAAR1 antag -7 and TAAR1 agonist -1.
C[C@H](CO)N1C[C@H](C)[C@@H](CN(C)S(=O)(=O)c2cccs2)Oc2ccc(NS(=O)(=O)c3cn(C)cn3)cc2C1=O was read as M1 ag parental -0.2, OXTR potentiator -7, M1 ag -8, CHO-K1 Ca antag -8, CHO-K1 Ca PAM -15, CHO parental Ca 11, M1 antag 12, TAAR1 antag 4 and TAAR1 agonist 4.
Screening COc1cc2c(cc1OC)C(c1ccccc1C(F)(F)F)CC(=O)N2 (stereo not given) returned M1 ag parental 1.2, OXTR potentiator -4, M1 ag 3, CHO-K1 Ca antag -4, CHO-K1 Ca PAM 11, CHO parental Ca -2, M1 antag -9, TAAR1 antag -23 and TAAR1 agonist 3.
Screening COCC(C)NC(=O)c1ccc(Cl)c(Cl)c1 (stereo not given) returned M1 ag parental -0.7, OXTR potentiator -10, M1 ag -2, CHO-K1 Ca antag 23, CHO-K1 Ca PAM -7, CHO parental Ca -15, M1 antag 11, TAAR1 antag -16 and TAAR1 agonist 4.
N#Cc1ccc(C(=O)NC(=S)N2CCN(C=O)CC2)cc1 was read as M1 ag parental -0.1, OXTR potentiator -7, M1 ag -2, CHO-K1 Ca antag -12, CHO-K1 Ca PAM 20, CHO parental Ca -9, M1 antag -10, TAAR1 antag -16 and TAAR1 agonist 0.
For Cc1nn(C)c(C(=O)N2CCN(C(=O)c3ccco3)CC2)c1Br the results were M1 ag parental 0.8, OXTR potentiator -6, M1 ag -6, CHO-K1 Ca antag -5, CHO-K1 Ca PAM 10, CHO parental Ca 0, M1 antag -2, TAAR1 antag -6 and TAAR1 agonist 1.
Screening O=C(CN1CCCC1)Nc1nc(-c2ccc3c(c2)CCN3C(=O)c2ccccc2F)cs1 returned M1 ag parental 2.0, OXTR potentiator -11, M1 ag -4, CHO-K1 Ca antag -10, CHO-K1 Ca PAM -5, CHO parental Ca -17 and M1 antag -8.
`COC(=O)c1ccccc1NC(=O)CSc1nnc(-c2cccnc2)o1` gave M1 ag parental 1.5, OXTR potentiator -2, M1 ag -4, CHO-K1 Ca antag -13, CHO-K1 Ca PAM 4, CHO parental Ca -7, M1 antag -1, TAAR1 antag 6 and TAAR1 agonist -2.
CC(C)c1ccc(C2c3[nH]c4ccccc4c3C[C@H]3C(=O)N(c4ccccc4C(=O)N4CCC(C(=O)O)CC4)C(=O)N23)cc1 (stereo not given in full) was read as M1 ag parental -0.3, OXTR potentiator -1, M1 ag -3, CHO-K1 Ca antag 3, CHO-K1 Ca PAM 4, CHO parental Ca -6, M1 antag -3, TAAR1 antag 1 and TAAR1 agonist 3.
Screening Nc1nc(-c2ccco2)nn1C(=O)c1ccccc1 returned M1 ag parental 0.5, OXTR potentiator -1, M1 ag 0, CHO-K1 Ca antag -15, CHO-K1 Ca PAM 25, CHO parental Ca 7, M1 antag -19, TAAR1 antag 0 and TAAR1 agonist 10.
`COCc1cc(C)nc(N/N=C/c2ccc(-c3ccc(Cl)cc3[N+](=O)[O-])o2)c1C#N` gave M1 ag parental -0.1, M1 ag -7, CHO-K1 Ca antag -2, CHO-K1 Ca PAM 23, M1 antag -17, TAAR1 antag -22 and TAAR1 agonist 5.
Cc1ccc(NC(=O)CCC(=O)NNC(=O)CCc2ccccc2)c(C)c1 was read as M1 ag parental 0.3, OXTR potentiator -1, M1 ag -4, CHO-K1 Ca antag -3, CHO-K1 Ca PAM 7, CHO parental Ca 7, M1 antag -5, TAAR1 antag -8 and TAAR1 agonist 3.
`O=C(CCC1CCN(C(=O)Cc2c(F)cccc2F)CC1)NC1CC1` gave M1 ag parental 1.2, OXTR potentiator -11, M1 ag -1, CHO-K1 Ca antag -3, CHO-K1 Ca PAM -9, CHO parental Ca 2, M1 antag 4, TAAR1 antag -15 and TAAR1 agonist 2.
`S=c1[nH]c2cc3c(cc2[nH]1)OCCO3` gave M1 ag parental -0.8, OXTR potentiator 0, M1 ag 0, CHO-K1 Ca antag -6, CHO-K1 Ca PAM 18, CHO parental Ca -3, M1 antag -6, TAAR1 antag -6 and TAAR1 agonist 0.
Screening C/C(=N\Nc1ccc([N+](=O)[O-])cc1)c1ccc(N)cc1 returned M1 ag parental 1.4, OXTR potentiator -5, M1 ag -6, CHO-K1 Ca antag 3, CHO-K1 Ca PAM 15, CHO parental Ca 26, M1 antag 3, TAAR1 antag 3 and TAAR1 agonist 2.
Screening COc1ccc(C2NC(=S)N(c3ccccc3)C(C)=C2C(=O)Nc2ccccc2)cc1 (stereo not given) returned M1 ag parental 0.1, OXTR potentiator -12, M1 ag -3, CHO-K1 Ca antag 15, CHO-K1 Ca PAM -5, CHO parental Ca -2, M1 antag 3, TAAR1 antag 4 and TAAR1 agonist 7.
`CN(C)N1C(N)=C(C#N)C(c2ccc(Br)cc2)C2=C1CCCC2=O` (stereo not given) gave M1 ag parental 1.1, OXTR potentiator -9, M1 ag -4, CHO-K1 Ca antag 0, CHO-K1 Ca PAM -5, CHO parental Ca -6, M1 antag -7, TAAR1 antag -20 and TAAR1 agonist 0.
`O=C(CNC(=O)c1ccc(Cl)cc1Cl)OCC(=O)N1CCN(c2ccccc2)CC1` gave M1 ag parental 3.4, M1 ag 1, CHO-K1 Ca antag -2, CHO-K1 Ca PAM 15, M1 antag -10, TAAR1 antag -28 and TAAR1 agonist 3.
For CCOC(=O)C(=CNc1ncccc1C)C(=O)OCC the results were M1 ag parental -0.7, OXTR potentiator 2, M1 ag -2, CHO-K1 Ca antag -11, CHO-K1 Ca PAM 16, CHO parental Ca -1, M1 antag -9, TAAR1 antag -16 and TAAR1 agonist 9.
For O=C(CN1C(=O)C(=O)N(C2CCCC2)C1=O)Nc1ccc([N+](=O)[O-])cc1 the results were M1 ag parental 2.0, M1 ag -2, CHO-K1 Ca antag 1, CHO-K1 Ca PAM -14, M1 antag -10, TAAR1 antag 2 and TAAR1 agonist 3.
For COc1ccc(-n2nc(C(=O)NCC(=O)NC3CCCCCC3)c3ccccc3c2=O)cc1OC the results were M1 ag parental 4.2, OXTR potentiator -14, M1 ag 0, CHO-K1 Ca antag 8, CHO-K1 Ca PAM 11, CHO parental Ca -14, M1 antag -1, TAAR1 antag 50* and TAAR1 agonist 10.
`Oc1ccc(NCc2cccs2)cc1` gave M1 ag parental 0.0, OXTR potentiator -10, M1 ag -2, CHO-K1 Ca antag -10, CHO-K1 Ca PAM 10, CHO parental Ca 2, M1 antag -18, TAAR1 antag -17 and TAAR1 agonist 1.

2 records drawn at random from those above, as already listed:
For Cc1nn(-c2ccccc2)c(Oc2ccc(F)cc2)c1/C=N/n1cnnc1 the results were M1 ag parental 0.1, OXTR potentiator -8, M1 ag -6, CHO-K1 Ca antag -8, CHO-K1 Ca PAM 12, CHO parental Ca -10, M1 antag -19, TAAR1 antag 6 and TAAR1 agonist 3.
Screening COc1ccc(C2NC(=S)N(c3ccccc3)C(C)=C2C(=O)Nc2ccccc2)cc1 (stereo not given) returned M1 ag parental 0.1, OXTR potentiator -12, M1 ag -3, CHO-K1 Ca antag 15, CHO-K1 Ca PAM -5, CHO parental Ca -2, M1 antag 3, TAAR1 antag 4 and TAAR1 agonist 7.

Hits appear at their usual frequency, and some 4.2% of all compounds hit somewhere here.
